Pol beta inh – DNA polymerase beta (human) inhibition; hit rate 1.3% among 340,000; Potency, µM (series often up to 114 µM), without a hit: at the highest dose activity change, negative = inhibition, usual class: inhibitors; P06746; Pol beta primer extension/strand displacement, fluorescence kinetic; further: potency means the concentration at half of the fitted maximal effect; on the % scale 0 is the no-effect control and ±100 the full control effect
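Enzyme-only controls used 10 nM Pol beta; buffer lacking enzyme served as negative control. Compound preincubated 15 min, then 50 nM substrate added; 0 and 10 min reads at room temperature.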
12-LOX inh – ALOX12 (human) lipoxygenase inhibition | Potency, µM (series often up to 108 µM), for the others: at the highest dose activity change, negative = inhibition, usual class: inhibitors | P18054 | purified 12hLO, xylenol orange hydroperoxide absorbance | hit rate 1.1% among 580,000 | AID 1671190; further: potency means the concentration at half of the fitted maximal effect; on the % scale 0 is the no-effect control and ±100 the full control effect
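Hydroperoxide product was detected by ferrous iron/xylenol orange as the 573 to 405 nm absorbance ratio. Arachidonic acid at 40 uM (final) was turned over for 30 min at room temperature by 150 nM human 12hLO, pH 7.0 Hepes buffer, after 15 min compound preincubation.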
LDHA inh – blocks human lactate dehydrogenase A. hit rate 0.15% among 480,000. activity change, % (values are at about 110 or 230 µM). P00338. AID 1347041. purified LDHA, NADH/diaphorase-resazurin fluorescence; hits give low values; in the data active means activity change below about -30%; inconclusive means mostly about -25% to -30%;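 further: plate controls were DMSO wells for no effect and wells without enzyme for full effect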
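Human LDH5 (2 nM) was incubated with 0.06 mM NADH and 0.2 mM pyruvate for 5 min at room temperature in Tris pH 7.4. Remaining NADH was coupled through diaphorase/resazurin, and resorufin fluorescence was read at 0 and 20 min.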
RGS4 inh – human RGS4 inhibition | Transcreener GDP fluorescence polarization, RGS4-accelerated GTP hydrolysis | Potency, µM (doses to about 114 µM), without a hit: at the top dose activity change, negative = inhibition, hits mostly inhibitors | hit rate 0.039% among 390,000 | AID 504845; further: potency means the concentration at half of the fitted maximal effect; on the % scale 0 is the no-effect control and ±100 the full control effect; nearly all actives have a fitted effect of over 75% in size; some results filed as inactive show a strong effect at the top dose
Target sequence (P49798 whole entry, looked up): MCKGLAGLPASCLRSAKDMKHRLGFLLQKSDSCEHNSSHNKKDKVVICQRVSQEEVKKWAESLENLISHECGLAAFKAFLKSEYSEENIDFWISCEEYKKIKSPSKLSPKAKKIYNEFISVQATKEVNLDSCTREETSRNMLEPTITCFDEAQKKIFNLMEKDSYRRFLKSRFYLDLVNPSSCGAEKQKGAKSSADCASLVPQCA
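MLSMR compounds (23 nl, pin-transferred) preincubated 10 min at room temperature with a 500nM (2x) first reagent, then RGS4 at 900nM (2x) plus Transcreener GDP mix added; fluorescence polarization (620/688 nm) read before and after 90 min at 30 °C.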
ERG-DNA inh – ERG Ets/DNA interaction inhibition; P11308; fluorescence polarization, His-ERG Ets domain / labelled DNA; Potency, µM (series often up to 76.9 µM), without a hit: at the top dose FP activity, negative = inhibition, most hits filed as inhibitors; hit rate 0.028% among 370,000; active means well fitted inhibition curve with a large enough effect in the polarisation, with a control signal flat; inconclusive means small, poorly fitted or top-dose-only effect, or effect the other way, or a change in a side signal; inactive means no such curve, though single readings can be large or run the other way; the % refers to the polarisation;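 further: polarization taken with two DNA probes labelled with fluorescein and Texas red; potency means the concentration at half of the fitted maximal effect; % of control where 0% means no effect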
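His-tagged ERG Ets domain (1 uM in the protein solution; 300mM KCl, 50mM Tris-HCl, 1mM EDTA, 1mM DTT, pH 7.5) received compound, then a probe mix of 5 nM fluorescein-DNA and 100nM Texas-615-DNA. Fluorescence polarization was read for both dyes.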
Apoferritin bind – candidate novel general anesthetic via apoferritin binding. P02791. apoferritin/1-aminoanthracene competitive binding, fluorescence. Potency, µM (series often up to 77.5 µM), without a hit: at the highest dose activity change, negative = displacement, usual class: inhibitors. hit rate 0.074% among 350,000. AID 485281; further: potency means the concentration at half of the fitted maximal effect; on the % scale 0 is the no-effect control and ±100 the full control effect; nearly all actives have a fitted effect of over 20% in size
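Horse-spleen apoferritin (10 uM) was mixed with 50% saturated 1-aminoanthracene in PBS, exposed to compounds for 10 min at room temperature, and read for fluorescence (ex 380 nm, em 535 nm). Competitive displacement was fitted with a four-parameter Hill equation.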
Pol eta inh – DNA polymerase eta (human) inhibition. Q9Y253. recombinant Pol eta, fluorescent DNA replication assay. Potency, µM (doses to about 114 µM), for the others: at the highest dose activity change, negative = inhibition, hits mostly inhibitors. hit rate 1.2% among 390,000. AID 588591; further: potency means the concentration at half of the fitted maximal effect; on the % scale 0 is the no-effect control and ±100 the full control effect
Target sequence (Q9Y253 whole entry, looked up): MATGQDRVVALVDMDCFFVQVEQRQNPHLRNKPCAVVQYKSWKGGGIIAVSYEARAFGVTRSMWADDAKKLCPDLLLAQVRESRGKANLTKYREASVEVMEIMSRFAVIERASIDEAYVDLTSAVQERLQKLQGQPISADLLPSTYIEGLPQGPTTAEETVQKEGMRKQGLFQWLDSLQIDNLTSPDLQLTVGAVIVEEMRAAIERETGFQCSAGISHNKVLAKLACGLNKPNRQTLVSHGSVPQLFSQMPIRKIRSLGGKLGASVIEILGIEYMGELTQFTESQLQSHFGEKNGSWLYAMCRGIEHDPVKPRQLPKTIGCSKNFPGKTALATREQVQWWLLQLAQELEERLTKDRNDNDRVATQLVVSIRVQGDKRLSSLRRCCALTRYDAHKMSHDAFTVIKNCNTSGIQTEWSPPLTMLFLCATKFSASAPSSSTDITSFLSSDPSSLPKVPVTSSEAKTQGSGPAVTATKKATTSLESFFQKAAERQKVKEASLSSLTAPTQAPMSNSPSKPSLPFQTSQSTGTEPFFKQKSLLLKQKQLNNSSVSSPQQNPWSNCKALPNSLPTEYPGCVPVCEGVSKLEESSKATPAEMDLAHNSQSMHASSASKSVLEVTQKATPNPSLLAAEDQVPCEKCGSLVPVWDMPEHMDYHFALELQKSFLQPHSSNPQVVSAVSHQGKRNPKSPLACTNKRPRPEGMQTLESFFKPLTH
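Pol eta (10 nM) was preincubated with compounds for 15 min at room temperature, after which fluorescent replication substrate (50 nM final) was added to start the reaction. Fluorescence was read kinetically at 0 and 10 min.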
POLK inh – blocks human DNA polymerase kappa activity. Q9UBT6. purified Pol kappa, fluorescent DNA synthesis assay, 10 min. Potency, µM (series often up to 107 µM), for inactives: at the top dose activity, negative = inhibition, most hits filed as inhibitors. hit rate 0.53% among 400,000; further: potency means the concentration at half of the fitted maximal effect; on the % scale 0 is the no-effect control and ±100 the full control effect
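Enzyme at 10 nM met test compounds for 15 min at room temperature. Substrate addition (50 nM final) began the reaction, which was monitored by fluorescence at 0 and 10 min.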
APE1 inh – blocks human APE1 abasic DNA cleavage. P27695. recombinant APE1, TAMRA/BHQ-2 abasic DNA cleavage fluorescence. Potency, µM (doses to about 65.8 µM), for the others: at the top dose activity change, negative = inhibition, hits mostly inhibitors. hit rate 0.35% among 350,000. AID 2517;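 further: potency means the concentration at half of the fitted maximal effect; plate controls were vehicle for no effect and reference inhibitor for full effect; nearly all actives have a fitted effect of over 55% in size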
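Enzyme (0.75 nM final) and test compound are incubated 15 min at room temperature before adding 50 nM quenched THF abasic-site duplex. Cleavage dequenches TAMRA, followed at 525/598 nm over three reads one minute apart.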
Starred values were filed as active, the others as inactive; i = inactive; ? = inconclusive; . = no result given; & = joins results of further samples; [ ] = dose if it differs, or a comment. Unless noted, the call rests on the fitted dose curve; in most records, active means well fitted curve in the direction sought with a large enough effect; inconclusive means small, poorly fitted or top-dose-only effect, or another doubt; inactive means no such curve, though single readings can be large; an effect the other way counts as inactive or inconclusive. Some of the compounds tested. The share of hits here may be higher or lower than overall.

structure,Pol beta inh,12-LOX inh,LDHA inh,RGS4 inh,ERG-DNA inh,Apoferritin bind,Pol eta inh,POLK inh,APE1 inh
CCSc1ccccc1C(=O)N1CCN(c2ccc([N+](=O)[O-])cc2)CC1,0%,-18%,-4,-22%[56.9 µM],-10%,?,-14%,-23%,22%
Cc1oc(-c2ccc(C(=O)Nc3ccc(F)cc3F)cc2)nc1COc1ccccc1,3%,1%,-1,10%,-9%,-7%,20%,4%,.
COc1ccccc1NC(=O)C1=C(C)NC(SCC(=O)Nc2ccc(C(=O)O)cc2)=C(C#N)C1c1cccs1 (centres undefined),-21%,-22%,0,-8%,-5%,-1%,-17%,-4%,-7%
O=C(CCC1CCCCC1)Nc1ncn[nH]1,-11%,4%,0,9%,-4%,-6%,-7%,2%,3%
Cc1ccc(-n2ncc3c(NCc4ccccc4)ncnc32)cc1Cl,3%,-25%,-8,8%,1%,-14%,5%,-3%[60.1 µM],.
COc1ccccc1NC(=O)CCN1CC(C)OC(C)C1 (centres undefined),16%,?,-10,-7%,4%,9%,-4%,-6%,?
COn1c(=O)c(-c2ccc(C)cc2)[n+]([O-])c2ccccc21,12%,6%,-4,7%,8%,-4%,-3%,-7%,-18%
CCCCC(=O)OCCNC(=O)c1cc2ccccc2oc1=O,-5%,-3%,-3,-9%,-7%,5%,-2%,-10%,-1%
CSCC[C@H](NC(=O)Cc1c(C)c2c(cc(C)c3c(C)c(C)oc32)oc1=O)C(=O)O,2%,?,0,11%,-4%,40%[activator],-8%,-24%,11%
CCOc1ccc(C(=O)Nc2nc(C)cc(C)n2)cc1[N+](=O)[O-],72%,1%,-12,18%,.,-3%,-11%,-3%,4%
CCOC(=O)C1CCN(C(=O)C(C)N(c2ccc(Oc3ccccc3)cc2)S(C)(=O)=O)CC1 (centres undefined),-17%,4%,1,-16%,14%,-22%,-20%,-3%,9%
C[C@H](CO)N1C[C@H](C)[C@@H](CN(C)C)Oc2c(NC(=O)C3CC3)cccc2C1=O,.,22%,-2,-9%,-2%,.,-12%,-5%,4%
Cc1c(Cl)cccc1NC(=O)c1oc2ccc(S(=O)(=O)N3CCC4(CC3)OCCO4)cc2c1C,3%,-25%,2,0%,-4%,8%,2%,-2%[60.1 µM],.
COc1ccc(NS(=O)(=O)c2ccc3oc(SC4CCOC4=O)nc3c2)cc1 (centres undefined),9%,?,-4,-20%,-9%,-19%,-7%,-12%,0%
CC(=O)N1CCc2cc(Br)cc(S(=O)(=O)NCC3CCCO3)c21 (centres undefined),19%,0%,-3,3%[11.4 µM],1%,-11%,3%,-4%,1%
COc1ccc(OC)c2[nH]c(=O)c(CCNC(=O)Cc3cccs3)cc12,-17%,-18%,1,14%,6%,-7%,?,?,-2%
O=C(CCCO)NC1Cc2ccccc2C1,15%,42%[activator],-7,-16%,13%,1%,-11%,0%,4%
O=C(Nc1ccc(N2CCN(C(=O)c3ccco3)CC2)c(Cl)c1)c1c(F)c(F)c(F)c(F)c1F,-10%,14%,0,-14%,11%,-13%,-17%,-9%,-3%
Cc1c(NC(=O)c2ccc(Br)o2)cccc1-c1nc2ccccc2o1,14%,3%&-13%,2&-3,27%,1%,2%,-21%,-2%,.
O=C1Cc2ccccc2N1c1c(Cl)cccc1Cl,-23%,-8%,-5,-8%,2%,-10%,-15%,-8%,1%
COc1ccc(-c2cn(CCN)c(-c3ccncc3)n2)cc1,.,?,4,4%,-2%,.,-4%,5%,7%
C=C(C)c1cccc(C(C)(C)NC(=O)N2CC(C)OC(C)C2)c1 (centres undefined),0%,0%,-9,-37%,3%,-12%,-8%,-4%,-3%
O=C(CCS(=O)(=O)c1ccc(Cl)cc1)Nc1ccc(N2CCOCC2)cc1,-21%,-4%,-2,-13%,-4%,0%,-7%,-7%,0%
O=C(NC1CCN(Cc2ccccc2)CC1)C(NS(=O)(=O)c1cccc2nsnc12)c1ccccc1 (centres undefined),2%,7%,-2,22%,-1%,-14%,12%,-5%,?

9 structures out of the list, sorted by heavy-atom count, rising.
structure,Pol beta inh,12-LOX inh,LDHA inh,RGS4 inh,ERG-DNA inh,Apoferritin bind,Pol eta inh,POLK inh,APE1 inh
O=C(CCCO)NC1Cc2ccccc2C1,15%,42%[activator],-7,-16%,13%,1%,-11%,0%,4%
COn1c(=O)c(-c2ccc(C)cc2)[n+]([O-])c2ccccc21,12%,6%,-4,7%,8%,-4%,-3%,-7%,-18%
COc1ccc(-c2cn(CCN)c(-c3ccncc3)n2)cc1,.,?,4,4%,-2%,.,-4%,5%,7%
C=C(C)c1cccc(C(C)(C)NC(=O)N2CC(C)OC(C)C2)c1 (centres undefined),0%,0%,-9,-37%,3%,-12%,-8%,-4%,-3%
Cc1c(NC(=O)c2ccc(Br)o2)cccc1-c1nc2ccccc2o1,14%,3%&-13%,2&-3,27%,1%,2%,-21%,-2%,.
CCOC(=O)C1CCN(C(=O)C(C)N(c2ccc(Oc3ccccc3)cc2)S(C)(=O)=O)CC1 (centres undefined),-17%,4%,1,-16%,14%,-22%,-20%,-3%,9%
Cc1c(Cl)cccc1NC(=O)c1oc2ccc(S(=O)(=O)N3CCC4(CC3)OCCO4)cc2c1C,3%,-25%,2,0%,-4%,8%,2%,-2%[60.1 µM],.
O=C(NC1CCN(Cc2ccccc2)CC1)C(NS(=O)(=O)c1cccc2nsnc12)c1ccccc1 (centres undefined),2%,7%,-2,22%,-1%,-14%,12%,-5%,?
COc1ccccc1NC(=O)C1=C(C)NC(SCC(=O)Nc2ccc(C(=O)O)cc2)=C(C#N)C1c1cccs1 (centres undefined),-21%,-22%,0,-8%,-5%,-1%,-17%,-4%,-7%

Next part.
structure,Pol beta inh,12-LOX inh,LDHA inh,RGS4 inh,ERG-DNA inh,Apoferritin bind,Pol eta inh,POLK inh,APE1 inh
COc1cccc(/C=C/C(=O)OCC(=O)N2c3ccccc3CC2C)c1OC (centres undefined),.,1%,1,9%,6%,.,-12%,-6%,-4%
CCc1ccccc1NC(=O)CSc1n[nH]c(-c2cccnc2)n1,54%,2%,-4,-11%,-4%,-6%,-11%,3%,13%
CN1C(C(=O)NCc2cccc(Br)c2)CC2Cn3c(nc4cc5ccccc5cc43)C21 (centres undefined),3%,2%,0,11%,2%,-10%,-21%,-16%,-5%
N#Cc1cccc(-c2cn(S(=O)(=O)c3ccc(Cl)cc3)nc2N)c1,13%,?,2,-7%,7%,2%,-25%,-19%,5%
ON=C1c2cc(OCCN3CCCCC3)ccc2-c2ccc(OCCN3CCCCC3)cc21,34%,.,3,?,2%,-5%,-18%,-8%,?
COc1ccc(C(CCN)Cc2ccccc2)cc1 (centres undefined),-16%,1%,-13,16%,-6%,-21%,3%,-2%,2%
O=[N+]([O-])c1ccc(OCCn2cnc3ccccc32)cc1,-2%,0%,-4,-7%,11%,-17%,-16%,-1%,-2%
CCCOc1ccc(C(=O)Nc2ccc(N3CCN(C(C)=O)CC3)cc2)cc1,3%,0%,0,5%,3%,-6%,-6%,0%,2%
CCN(CC)C(=O)COc1cc(C)c(Cl)c(C)c1,7%,11%,-2,-15%,6%,?,6%,-5%,1%
COc1ccc(-c2nnc3n2N=C(C)CS3)cc1,1%,-15%,-3,-1%,-6%,-8%,-9%,1%,-3%
Cc1cccc(NS(=O)(=O)c2cc3c4c(c2)C(C)C(=O)N4CCC3)c1 (centres undefined),8%,4%,-4,6%,-1%,-5%,-13%,4%,29%
COc1ccc([N+](=O)[O-])cc1N(CC(=O)N1CCN(Cc2ccccc2)CC1)S(C)(=O)=O,13%,2%,-3,?,-1%,-4%,2%,-15%,-11%
COC(=O)Cn1c(C)c(C(C)=O)c(C(C)=O)c1C,27%,i,-12,5%,-9%,-7%,-6%,-3%,15%
O=C(OCC(=O)N1CCCC1)c1ccccc1O,10%,-15%,-9,-4%,7%,6%,-12%,3%,46%
COc1c(C)cc(Br)cc1C(=O)Nc1ccc(N2CCN(S(C)(=O)=O)CC2)cc1,3%,8%,0,10%,8%,-2%,-1%,-10%,0%
Cc1c([N+](=O)[O-])cnc(Sc2ccccc2)c1[N+](=O)[O-],.,14%,1,-5%,6%,.,-11%,?,.

From PubChem
